# CF NFkB block: inhibitors of PAF-induced NF-kB signaling, primary screen, cell-based, GFP fluorescence, uHTS; KKLEB NF-kB-GFP reporter, GFP fluorescence overnight; inhibition, % at 5 µM; 360,000 tested, 0.86% active;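 active means at least 50% inhibition at 5 µM, scaled per plate between neutral and stimulator controls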;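 further: PAF is a Pseudomonas aeruginosa culture filtrate used as stimulus; plate controls were PAF-stimulated DMSO wells for no effect and unstimulated DMSO wells for full effect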
# Shn3 inh set2: reduction of Shn3 3'UTR firefly luciferase signal, primary screen, Schnurri-3 inhibitor project, cell-based, Clone20 osteoblasts, set 2. Clone20 osteoblast Shn3 3'UTR firefly luciferase, 24 h. inhibition, % at 12.5 µM. 360,000 tested, 0.52% active. AID 588674, 2011;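 active means mean inhibition of at least 75% with every replicate also reaching 75%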;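 further: 0% = median of neutral control wells and 100% = pilot-screen positive control compound; some compounds past the cut are filed as inactive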
# HIF-2a block: HIF-2a reporter inhibitors, primary screen, luminescence, 786-0 RCC cells; inhibition, % at 18.8 µM; 360,000 tested, 0.72% active; 786-0 RCC cells HIF-2a reporter, luciferase luminescence, overnight;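 active means inhibition of the luminescence signal of 40% or more relative to plate controls, in a single-dose primary screen at 18.75 µM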
# TWEAK-Fn14 inh: inhibitors of TWEAK-Fn14 signaling, primary screen, luciferase reporter cells, uHTS; TWEAK-stimulated Fn14 reporter cells, luciferase luminescence, 8 h; inhibition, % at 10 µM; 360,000 tested, 2% active; in the data active means inhibition above about 50%
# TRPM1 prom inh: inhibitors of MITF-dependent TRPM1 promoter reporter, primary screen, cell-based, SK-MEL-5, single point, luciferase. SK-MEL-5 TRPM1 promoter luciferase, 24 h. inhibition, % at 12.5 µM. 330,000 tested, 0.83% active. AID 488899, 2010;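 active means mean inhibition across replicates of 60% or more, whatever share of single replicates reaches that level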; further: values of inactives mirror those of a sister screen read the other way
# NR2E3 ag-1: inhibitors of NR2E3-RetCOR corepressor binding, primary screen, NR2E3 agonist project, biochemical, TR-FRET, GST-NR2E3, biotin-RetCOR; 320,000 tested, 0.12% active; Photoreceptor-specific nuclear receptor (Homo sapiens), Q9Y5X4; inhibition of corepressor binding, % at 4.78 µM; 1536-well; AID 2300, 2010;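 active means percent inhibition above the cutoff of mean plus 3 SD of all tested compounds, set per screening campaign, cut at about 20% in these data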;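 further: 0% = DMSO wells and 100% = biotin wells as full block of FRET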
# Target sequence (Q9Y5X4 whole entry, looked up): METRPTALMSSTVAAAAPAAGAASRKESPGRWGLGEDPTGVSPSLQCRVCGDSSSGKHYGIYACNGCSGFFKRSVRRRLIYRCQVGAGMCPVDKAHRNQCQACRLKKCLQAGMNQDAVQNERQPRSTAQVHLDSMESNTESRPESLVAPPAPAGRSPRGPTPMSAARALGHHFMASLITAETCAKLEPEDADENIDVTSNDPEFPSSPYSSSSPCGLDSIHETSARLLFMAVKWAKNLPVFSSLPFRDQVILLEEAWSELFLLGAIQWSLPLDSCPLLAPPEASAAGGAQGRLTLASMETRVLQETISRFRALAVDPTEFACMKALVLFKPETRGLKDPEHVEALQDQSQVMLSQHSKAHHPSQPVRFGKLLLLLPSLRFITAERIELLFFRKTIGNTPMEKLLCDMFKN
#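 Material – GST-tagged NR2E3 plus biotinylated RetCOR corepressor · Quantity – NR2E3 fusion 1.35 nM · Times – 5 h incubation at 4 °C · Medium – pH 7.5 Tris-based buffer · Technique – TR-FRET, Eu(K)-anti-GST donor, streptavidin-D2 acceptor, ex 340, em 617/671 nm · Benchmarks – high control biotin, low control 0.6% DMSO · Format – 1536-well plates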
# Peg3 promoter: Peg3 promoter-driven luciferase inhibitors, primary screen, cell-based, HeLa, luciferase luminescence. HeLa PEG-Prom luciferase reporter, overnight. inhibition, % at 20 µM. 360,000 tested, 1.7% active;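 active means inhibition of at least 50% at 20 µM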
# C8 TRAIL sens: viability loss with TRAIL in NB7+C8 cells, primary screen, TRAIL sensitizer project, cell-based, ATPlite luminescence; AID 624354, 2012; inhibition (viability loss, TRAIL sensitization), % at 10 µM; 360,000 tested, 1% active;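 active means compounds causing at least 50% loss of cell viability in the single-dose screen, relative to plate controls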
# TROY signal inh: inhibitors of TROY-driven NF-kB signaling, primary screen, Q293 LMP1-TROYcd cells, NF-kB luciferase, uHTS; 360,000 tested, 0.98% active; AID 1347056, 2019; inhibition, % at 10 µM; Q293 LMP1-TROYcd NF-kB luciferase reporter, 4 h;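 active means compounds whose plate-normalised and pattern-corrected inhibition of the luciferase reporter signal at the single screening dose is 50% or more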
# KKLEB tox: cytotoxicity in KKLEB CF airway cells, primary screen, cytotoxicity control for CF NF-kB inhibitor project, cell-based, uHTS, fluorescence assay plates. activity change (cytotoxicity), % at 5 µM. 360,000 tested, 0.36% active. KKLEB CF airway cells viability, ATPlite luminescence, overnight; stronger effect = lower value; cells stimulated with P. aeruginosa culture filtrate. AID 602141, 2011;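 active means corrected activity change at or below -50% at 5 µM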
# NR2E3 ag-2: NR2E3 agonists in two-hybrid cells, primary screen, cell-based, luminescence, CHO-S, Gal4-NCOR/VP16-NR2E3. Photoreceptor-specific nuclear receptor (Homo sapiens), Q9Y5X4. luciferase. inhibition of corepressor binding, % at 3.98 µM. 360,000 tested, 0.35% active. AID 602229, 2012;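 active means inhibition above the mean of all tested compounds plus 3 SD, cut at about 70% in these data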;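 further: 0% = DMSO with NR2E3 transfected cells and 100% = cells lacking NR2E3 construct; higher means lower luciferase signal from less NR2E3 corepressor binding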
# * hit, by the source's call; x = not tested or not shown.
SMILES,CF NFkB block,Shn3 inh set2,HIF-2a block,TWEAK-Fn14 inh,TRPM1 prom inh,NR2E3 ag-1,Peg3 promoter,C8 TRAIL sens,TROY signal inh,KKLEB tox,NR2E3 ag-2
CCOC(=O)c1ccc(-c2ccc(N3C(c4ccsc4)=Cc4ccc(F)cc4C3c3c[nH]c4ccc(C#N)cc34)cc2)cc1F (stereo not drawn),x,x,70.9*,53.5*,x,x,x,7.9,14.1,x,-46.5
CC(C)NC(=O)c1cccc(C(F)(F)F)c1,-8.2,-10.3,-0.4,7.8,6.0,1.9,-1.5,-5.4,3.9,10.5,-7.6
Cc1ccc(C(C)(C)C)c(OCCCCN2CCCC2)c1,10.4,-9.8,16.1,-7.1,4.2,-2.9,1.0,-0.6,11.8,-11.5,0.1
Cc1ccccc1C(=O)N1CCC(C(=O)OCc2nc(N)nc(Nc3ccccc3)n2)CC1,11.6,-8.8,-4.6,-26.3,-10.3,4.6,-17.2,-8.0,8.4,-20.5,-11.5
O=C(NCCCN1CCOCC1)c1c(O)c2ccccc2[nH]c1=O,-4.9,-6.2,-10.2,-0.7,6.9,-2.4,8.2,7.5,-26.1,-5.1,-8.9
O=C(CN1C(=O)NC2(CCCCCC2)C1=O)NCCc1ccc(F)cc1,12.7,-0.9,11.5,-6.5,-7.6,0.1,-1.0,-2.5,-0.3,-6.3,-18.8
O=c1[nH]c(/C=C\c2cccc(F)c2)nc(O)c1[N+](=O)[O-],5.0,5.4,11.4,-6.4,-0.7,3.2,7.0,-3.2,-1.9,10.7,-20.0
COc1cc(OC)cc(C(=O)NC(=S)N2CCCCC2c2cccnc2)c1 (stereo not drawn),-9.4,9.2,-8.9,-0.3,x,1.6,4.5,7.9,-10.3,10.6,-21.2
Clc1ccc(-c2cc(C3CCNCC3)[nH]n2)c(Cl)c1,-4.6,-16.2,-8.7,-18.2,-12.2,-2.4,58.7*,3.3,-60.2,0.1,-2.5
Cc1oc2c(c1C(=O)NCCO)CCCC2,-1.9,8.6,7.6,9.5,-1.3,0.1,1.8,-1.4,-0.4,-1.2,-13.4
O=C(Cc1ccccc1)NNC1CC(=O)N(c2ccccc2)C1=O (stereo not drawn),-6.1,-15.1,10.8,4.7,-8.0,-2.3,2.1,-4.3,17.0,19.5,-10.8
Cc1ccc(NC(=O)CNc2cccc(S(=O)(=O)N3CCCCC3)c2)cc1F,10.5,21.2,0.4,-0.3,55.1,-2.6,13.1,-11.3,-8.2,-4.5,6.0
Cc1oc(-c2ccccc2F)nc1CSCC(=O)NC1CCC(C)CC1 (stereo not drawn),21.3,18.9,11.3,26.7,11.0,-4.5,11.1,5.3,-5.2,-11.7,28.6
COc1ccc(N(C)S(=O)(=O)c2cccc(C(=O)Nc3cc(OC)ccc3OC)c2)cc1,1.0,29.3,-1.7,-22.9,-16.2,0.4,16.2,-0.6,8.0,1.4,-4.5
Cc1cc(C)c(C(=O)O)c(Cl)n1,16.5,-4.3,10.4,1.7,2.5,5.7,7.0,-4.4,-5.4,-7.3,-20.2
COc1cccc(OCc2cc(/C=N/n3cncn3)ccc2OC)c1,16.9,10.4,4.8,-8.0,8.7,-1.6,8.7,-2.5,-24.0,-2.9,22.4
COc1cc(NS(C)(=O)=O)cc(OC)c1OC,12.5,1.4,13.5,14.3,0.0,-0.6,9.0,-10.6,14.9,0.8,1.9
CCN1CCN(CCCNC(=O)CN2C(=O)c3cccnc3Oc3ccc(Cl)cc32)CC1,-4.9,-11.7,4.6,8.5,6.6,5.1,8.4,-0.1,-2.1,2.1,6.5
C=CCN1C(=O)CSc2ccc(C(=O)NC(C)c3ccccc3)cc21 (stereo not drawn),2.2,-36.7,11.3,1.2,1.4,2.2,5.0,-4.8,1.4,6.8,14.9
COC(=O)c1ccc(NC(=O)C(C)N2C(=O)c3ccccc3C2=O)cc1 (stereo not drawn),-24.4,-15.7,7.6,4.1,-0.4,1.1,2.1,-3.6,-7.9,14.3,-9.8
C/C(=N\NC(=O)CCc1c(C)n[nH]c1C)c1ccc([N+](=O)[O-])cc1,-2.6,-20.6,12.5,-13.3,11.2,1.5,17.7,0.3,2.9,7.1,-19.4
CCC(C)[C@H](NC(=O)C1CC(=O)N(c2ccc(OC)cc2)C1)C(=O)N1CCCCC1 (stereo partly drawn),0.1,-2.9,0.9,-3.6,-9.9,-0.1,-5.4,-18.5,17.6,8.9,-5.8
O=C(NCC1CCCO1)C1CCCN(S(=O)(=O)c2ccc(F)cc2)C1 (stereo not drawn),-24.8,-6.2,8.2,-8.3,5.8,1.0,-2.7,-21.3,6.5,8.0,-9.1
C=CCN(c1ccccc1OC)S(=O)(=O)c1ccc(Cl)c(C(=O)Nc2ccc(N3CCOCC3)cc2)c1,21.9,1.0,22.2,5.3,3.3,1.9,21.4,2.1,-8.0,-31.0,32.0
O=C(Oc1ccc(=O)n(-c2ccccc2)n1)c1cccc(Cl)c1,0.8,-8.8,15.7,3.5,-7.7,1.1,22.0,-2.9,8.7,2.8,-2.6
O=C(NCc1ccc(F)cc1)C1CCCN1C(=O)Nc1ccc(Cl)cc1 (stereo not drawn),3.9,0.1,12.4,-3.5,3.8,2.1,2.8,7.8,3.7,5.7,-2.4
Cc1cccc2cc(CN(CC3CCCO3)S(=O)(=O)c3ccccc3)c(=O)[nH]c12 (stereo not drawn),8.1,-7.4,4.0,1.8,-4.9,-1.7,12.5,-7.5,-18.1,0.3,-9.2
COc1cccc(NCc2nnc(SCC(=O)NC3CCS(=O)(=O)C3)n2C2CCCCC2)c1 (stereo not drawn),13.3,-2.9,-1.1,2.8,4.7,-2.6,-6.0,-5.7,1.3,-21.6,5.3
Cc1cc(NC(=O)CSc2nnc(NCc3ccccc3)s2)no1,-10.0,x,6.7,-6.5,6.9,2.8,11.4,-19.1,-7.0,10.9,-31.0
CCN(CC)C(=O)CN(C#N)c1nc(C)cc(C)n1,-4.9,2.0,9.1,-16.4,2.7,-0.3,7.2,0.1,6.5,-6.3,20.6
NS(=O)(=O)c1ccc(CCNC(=O)c2ccc3ccccc3n2)cc1,5.9,-29.9,-125.5,-2.1,-14.5,5.0,-101.0,3.4,-67.8,-0.5,-43.7
CCOc1ccc2nc(-c3ccccc3)nc(SCC(=O)Nc3ncc(C)s3)c2c1,0.7,-11.8,15.3,-5.4,23.3,1.1,20.5,-0.3,-17.3,-0.2,7.7
O=C(C[n+]1cccc(/C=N/O)c1)N(Cc1ccccc1)Cc1ccccc1,1.7,-3.6,17.8,-13.9,6.9,2.7,5.1,7.6,-15.0,-4.2,-5.2
CCc1ccc2c(c1)cc(C)c1nnc(SCC(=O)Nc3cc(OC)c(OC)cc3C(=O)O)n12,-3.3,4.1,21.7,-14.9,-13.2,-1.9,2.7,-1.5,7.0,-2.2,-16.7
Cc1cccc(NC(=O)CN2C(=O)S/C(=C\c3cc(C)n(C)c3C)C2=O)c1,-5.6,9.6,-6.8,-14.0,-23.8,0.9,-14.6,-5.5,3.9,4.3,-5.4
CCOc1cc(/C=C(/C#N)c2nc3ccccc3[nH]2)ccc1OCc1ccc(C(=O)O)o1,8.9,-10.5,21.5,28.9,9.1,1.2,19.8,-7.6,-8.1,-11.4,-41.8
N#Cc1ccc(CSc2nnc(NC(=O)C3CCCO3)s2)cc1 (stereo not drawn),0.4,6.1,16.3,-5.9,4.5,0.3,16.7,2.4,4.5,-9.9,-11.5
Cc1ccc(NC(=O)COC(=O)COc2cccc3c2OC(C)(C)C3)c(C)c1,-16.8,-4.7,1.1,-10.6,0.1,-2.3,-18.9,-0.8,-8.3,-0.9,-23.6
COc1cc(C(=O)Oc2ccccc2OC(=O)c2cc(OC)c(OC)c(OC)c2)cc(OC)c1OC,2.4,35.8,-0.9,-10.3,7.0,x,13.3,18.3,2.2,-3.5,-30.6

# Look-ups from the entries so far.
# C/C(=N\NC(=O)CCc1c(C)n[nH]c1C)c1ccc([N+](=O)[O-])cc1 in HIF-2a block: 12.5
# O=C(C[n+]1cccc(/C=N/O)c1)N(Cc1ccccc1)Cc1ccccc1 in Shn3 inh set2: -3.6
# Cc1cc(NC(=O)CSc2nnc(NCc3ccccc3)s2)no1 in HIF-2a block: 6.7

# Full records, quoted from the list:
# `CCc1ccc2c(c1)cc(C)c1nnc(SCC(=O)Nc3cc(OC)c(OC)cc3C(=O)O)n12` reads CF NFkB block: -3.3; Shn3 inh set2: 4.1; HIF-2a block: 21.7; TWEAK-Fn14 inh: -14.9; TRPM1 prom inh: -13.2; NR2E3 ag-1: -1.9; Peg3 promoter: 2.7; C8 TRAIL sens: -1.5; TROY signal inh: 7.0; KKLEB tox: -2.2; NR2E3 ag-2: -16.7
# `Cc1ccc(NC(=O)COC(=O)COc2cccc3c2OC(C)(C)C3)c(C)c1` reads CF NFkB block: -16.8; Shn3 inh set2: -4.7; HIF-2a block: 1.1; TWEAK-Fn14 inh: -10.6; TRPM1 prom inh: 0.1; NR2E3 ag-1: -2.3; Peg3 promoter: -18.9; C8 TRAIL sens: -0.8; TROY signal inh: -8.3; KKLEB tox: -0.9; NR2E3 ag-2: -23.6
# `Cc1cc(NC(=O)CSc2nnc(NCc3ccccc3)s2)no1` reads CF NFkB block: -10.0; Shn3 inh set2: x; HIF-2a block: 6.7; TWEAK-Fn14 inh: -6.5; TRPM1 prom inh: 6.9; NR2E3 ag-1: 2.8; Peg3 promoter: 11.4; C8 TRAIL sens: -19.1; TROY signal inh: -7.0; KKLEB tox: 10.9; NR2E3 ag-2: -31.0

# The list is partial, so the mix of outcomes need not match the whole.
